From PubChem BioAssay
Mac1 fbg inh = blocks human CD11b/CD18 adhesion to fibrinogen; P05107+P11215; K562 CD11b/CD18 adhesion to fibrinogen, ATPlite luminescence; Mn2+ added to activate the integrin; inhibition, % at 10 µM; 0.54% of 93,000 active;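 active means primary inhibition of 50% or more at 10 µM, then 40% or more on retest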; further: some results filed as inactive read as strong as hits
Target sequence (P05107 whole entry, looked up, other chains not shown): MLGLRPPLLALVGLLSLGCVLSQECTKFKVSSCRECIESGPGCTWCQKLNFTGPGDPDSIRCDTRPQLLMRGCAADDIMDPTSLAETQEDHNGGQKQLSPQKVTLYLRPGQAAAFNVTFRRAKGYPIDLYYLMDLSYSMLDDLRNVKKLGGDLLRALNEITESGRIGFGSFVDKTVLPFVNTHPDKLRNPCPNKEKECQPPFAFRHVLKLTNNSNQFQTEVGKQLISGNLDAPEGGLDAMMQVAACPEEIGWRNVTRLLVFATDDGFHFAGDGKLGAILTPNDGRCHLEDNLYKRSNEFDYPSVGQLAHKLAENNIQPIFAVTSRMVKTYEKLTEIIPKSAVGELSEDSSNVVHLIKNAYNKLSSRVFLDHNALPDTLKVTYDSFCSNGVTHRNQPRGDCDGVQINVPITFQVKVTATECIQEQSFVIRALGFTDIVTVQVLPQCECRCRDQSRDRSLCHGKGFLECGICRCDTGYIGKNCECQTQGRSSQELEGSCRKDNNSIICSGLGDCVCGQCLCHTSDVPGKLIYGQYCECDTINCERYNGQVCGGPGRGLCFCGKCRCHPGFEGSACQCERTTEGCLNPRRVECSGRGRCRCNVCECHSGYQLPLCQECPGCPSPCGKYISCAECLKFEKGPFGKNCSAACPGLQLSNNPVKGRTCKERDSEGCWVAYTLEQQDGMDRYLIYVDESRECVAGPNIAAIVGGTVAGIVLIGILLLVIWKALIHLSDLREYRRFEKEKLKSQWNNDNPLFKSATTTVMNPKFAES
S1P2 agonist = agonists of human S1P2 receptor | S1P2-expressing cell line, agonist reporter read-out | O95136 | activation, % at 4.5 µM | AID 729 | 0.46% of 97,000 active; in the data active means activation above about 16%;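 further: 0% = vehicle low control and 100% = maximal reference agonist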
Target sequence (O95136 whole entry, looked up): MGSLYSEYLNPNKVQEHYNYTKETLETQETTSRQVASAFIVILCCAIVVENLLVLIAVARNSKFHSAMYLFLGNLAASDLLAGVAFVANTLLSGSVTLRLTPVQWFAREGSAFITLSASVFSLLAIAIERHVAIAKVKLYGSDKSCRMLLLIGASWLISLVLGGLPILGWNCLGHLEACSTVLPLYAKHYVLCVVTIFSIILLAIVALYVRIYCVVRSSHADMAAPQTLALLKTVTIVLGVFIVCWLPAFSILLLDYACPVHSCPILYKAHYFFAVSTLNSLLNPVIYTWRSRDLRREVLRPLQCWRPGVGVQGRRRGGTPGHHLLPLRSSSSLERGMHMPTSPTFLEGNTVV
Ecoli WT expand = E. coli BW25113 growth inhibition, expanded screen; growth inhibition, % at 100 µM; 0.15% of 98,000 active; OD600 absorbance; AID 710;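 active means growth inhibition above about 50% at one test dose, limit read from the data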;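 further: growth measured after 20 h incubation at 37 °C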
PLAP act = human PLAP activation | purified PLAP enzyme, luminescent substrate read-out; active compounds read high | activation fold at 20 µM | 1.2% of 96,000 active | AID 696; in the data active means activation fold above about 2
PostGolgi yeast = growth inhibition of a yeast mutant, post-Golgi transport screen. post-Golgi transport phenotypic cell assay. inhibition, % at 10 µM. 0.9% of 98,000 active;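 further: yeast cells grown in 1536-well plates; yeast grown about 18 h at 30C before absorbance read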
sEH activator = soluble epoxide hydrolase (human) activation; P34913; purified human sEH enzymatic activity, activator screen; activation, % at 2 µM; 0.04% of 91,000 active; AID 717; in the data active means activation above about 37%; further: values of inactives mirror those of a sister screen read the other way
sEH inh = blocks human soluble epoxide hydrolase activity. P34913. recombinant human sEH enzymatic activity assay. inhibition, % at 2 µM. 0.34% of 91,000 active. AID 707; in the data active means inhibition above about 80%; further: values of inactives mirror those of a sister screen read the other way; many of its hits are not listed in these tables
PostGolgi ctrl = yeast control strain growth, post-Golgi counter-screen. efflux-deficient yeast background strain, growth absorbance A615, 16 h. inhibition, % at 10 µM. 5% of 98,000 active. AID 738
S1P2 antag = antagonists of human S1P2 receptor. O95136. cell-based S1P2 antagonist assay, inhibition at 5 uM. inhibition, % at 5 µM. 0.21% of 97,000 active. AID 736; in the data active means inhibition above about 45%;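 further: CRE beta-lactamase reporter cells expressing human S1P2 stimulated with S1P; 0% = agonist at EC80 alone and 100% = agonist plus reference antagonist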
* = called active by the depositor; . = not tested or not shown. Unless noted, no stated cut-off is given here; in the data, active means inhibition above about 30%; inactive means the rest.

1) CC(=O)c1c(N2CCOCC2)nc(=S)n(-c2ccccc2)c1C
2) CCC(=O)N(CCc1ccccc1)Cc1cc2cc3c(cc2[nH]c1=O)OCO3
3) Cc1cccc(C)c1NC(=O)C(NC=O)c1ccccc1Cl (stereo not drawn)
4) COC(=O)c1sc2ccccc2c1C(=O)OC
5) CCOC(=O)N1CCN(CC(=O)Nc2cc3c(cc2C(C)=O)OCO3)CC1
6) O=C(O)C1CCCCC1C(=O)Nc1ccccc1F (stereo not drawn)
7) Cn1cnnc1Sc1nc2c(c(=O)n(C)c(=O)n2C)n1Cc1ccccc1Cl
8) Cc1ccc(-n2ncc3c(=O)n(CC(=O)NCc4ccco4)cnc32)cc1C
Compound | 1 | 2 | 3 | 4 | 5 | 6 | 7 | 8
Mac1 fbg inh | -9 | . | . | . | 9 | -22 | . | -28
S1P2 agonist | -6 | -5 | -3 | -3 | . | -4 | -3 | .
Ecoli WT expand | 6 | -7 | -3 | 12 | 3 | 1 | -9 | -4
PLAP act | 0.9 | 1.2 | 1.1 | . | 1.1 | 0.9 | . | 1.2
PostGolgi yeast | 3 | -6 | 7 | 1 | -10 | -12 | 6 | 2
sEH activator | -10 | 2 | 11 | . | . | 0 | 14 | .
sEH inh | 9 | -4 | -9 | . | . | -1 | -16 | .
PostGolgi ctrl | 3 | 2 | 31* | 13 | 1 | 42* | 8 | 4
S1P2 antag | 6 | 0 | 24 | 3 | . | 8 | 4 | .

Record cards, from the list above. Order of screens: Mac1 fbg inh, S1P2 agonist, Ecoli WT expand, PLAP act, PostGolgi yeast, sEH activator, sEH inh, PostGolgi ctrl, S1P2 antag
CCOC(=O)N1CCN(CC(=O)Nc2cc3c(cc2C(C)=O)OCO3)CC1 as listed: 9, ., 3, 1.1, -10, ., ., 1, .
Cc1cccc(C)c1NC(=O)C(NC=O)c1ccccc1Cl (stereo not drawn) as listed: ., -3, -3, 1.1, 7, 11, -9, 31*, 24

Further results
9) Cc1cccc(N(CC(N)=O)C2SC(=O)NC2=O)c1 (stereo not drawn)
10) CC(=O)Nc1ccc(NC(=O)C2CCN(S(=O)(=O)c3cccc4nonc34)CC2)cc1
11) CC(C)C(C(=O)NCc1ccco1)N(C(=O)CNS(=O)(=O)c1ccccc1)C1CCCC1 (stereo not drawn)
12) C=CCN1C(=O)C2C(C(=O)NCc3ccccc3)C3(C)C=CC2(O3)C1C(=O)NC(C)(C)C (stereo not drawn)
13) CN(C)C(=O)Cn1cnc2c(cnn2-c2ccccc2Cl)c1=O
14) CCOC(=O)C1=C(C)NC(SCC(N)=O)=C(C#N)C1c1ccncc1 (stereo not drawn)
15) C/C(NC(=O)c1ccccc1)=C1/C(=O)CC2C1C2(C)C (stereo not drawn)
16) Cc1cc(Nc2ccc(F)cc2C)n2nc(C)nc2n1
Compound | 9 | 10 | 11 | 12 | 13 | 14 | 15 | 16
Mac1 fbg inh | . | . | 5 | -10 | -15 | 2 | -7 | -9
S1P2 agonist | -4 | -3 | -1 | -1 | -5 | -6 | -3 | 0
Ecoli WT expand | . | -8 | 6 | -2 | -5 | 8 | -5 | 6
PLAP act | . | 1.1 | 1.5 | 1 | 1.2 | 0.9 | 0.8 | 1.6
PostGolgi yeast | . | 6 | 3 | 4 | -3 | 0 | -5 | -9
sEH activator | 2 | -8 | -15 | 16 | -5 | -3 | 6 | .
sEH inh | 1 | 5 | 13 | -17 | 4 | 0 | -7 | .
PostGolgi ctrl | . | 12 | 5 | 5 | 1 | 4 | 4 | 7
S1P2 antag | 6 | 7 | 2 | 12 | 6 | 14 | 4 | -19

17) CCCCNCCOCCOc1ccc(F)cc1
18) O=C(c1cccc(S(=O)(=O)N2CCOCC2)c1)N1CCCc2ccccc21
19) CCN(CC)S(=O)(=O)c1ccc(NC(=O)c2ccc(CN3CCOCC3)cc2)cc1
20) CCOC(=O)c1c(C)n(C)c2ccc(OC)c(NS(=O)(=O)c3ccc(Cl)s3)c12
21) O=S(=O)(c1ccccc1)c1nc(-c2ccccc2Cl)oc1NCCN1CCOCC1
22) CCOC(=O)c1c(-c2ccc(Cl)cc2)cn2ccccc12
23) O=C(c1ccco1)N1CCN(C(c2ccc(Cl)cc2)c2nnnn2CC2CCCO2)CC1 (stereo not drawn)
24) CCNC(=S)NNC(=O)c1csc(C(C)C)c1
Compound | 17 | 18 | 19 | 20 | 21 | 22 | 23 | 24
Mac1 fbg inh | -6 | -51 | . | 28 | -18 | 6 | 0 | .
S1P2 agonist | -3 | -8 | -2 | -5 | -3 | 4 | -2 | 2
Ecoli WT expand | -1 | -3 | . | -11 | -13 | -12 | 0 | .
PLAP act | 0.9 | 1.5 | . | 1 | 1.5 | 1 | 1.6 | .
PostGolgi yeast | -4 | -6 | . | -7 | 8 | 19 | 7 | .
sEH activator | 5 | -1 | -59 | -1 | 9 | 20 | 10 | 0
sEH inh | -5 | -1 | 61 | 1 | -6 | -21 | -10 | 0
PostGolgi ctrl | 10 | 2 | . | 34* | 15 | 1 | -4 | .
S1P2 antag | -6 | -16 | 13 | 3 | -18 | -9 | 16 | -2

Ordered by the number under sEH inh (low to high): three from the list above
| entry | compound | Mac1 fbg inh | S1P2 agonist | PLAP act | sEH activator | sEH inh | S1P2 antag |
| --- | --- | --- | --- | --- | --- | --- | --- |
| 17 | CCCCNCCOCCOc1ccc(F)cc1 | -6 | -3 | 0.9 | 5 | -5 | -6 |
| 18 | O=C(c1cccc(S(=O)(=O)N2CCOCC2)c1)N1CCCc2ccccc21 | -51 | -8 | 1.5 | -1 | -1 | -16 |
| 24 | CCNC(=S)NNC(=O)c1csc(C(C)C)c1 | . | 2 | . | 0 | 0 | -2 |

Later entries.
25) COc1ccc(-n2nccc2-c2nn(-c3cccc(OC)c3)c(=O)n(C)c2=O)cc1
26) CCn1c2ccccc2c2cc(N=C3SC(CC(=O)Nc4ccccc4)C(=O)N3C)ccc21 (stereo not drawn)
27) Cc1nc(C)c(-c2csc(NCc3ccco3)n2)s1
28) COC(=O)c1ccc(CSc2nc(-c3ccccc3)cs2)o1
29) Cc1ccc2nc(-c3ccccc3)cc(C(=O)N3CCc4ccccc4C3)c2c1
30) Cc1cc(CSc2ccccc2)ccc1NC(=O)c1cccc([N+](=O)[O-])c1
31) CCNc1nc(NCC)nc(C(=O)Nc2ccccc2)n1
32) CNC(=O)NC(=O)CSc1nnc(-c2ccco2)n1Cc1ccccc1
Compound | 25 | 26 | 27 | 28 | 29 | 30 | 31 | 32
Mac1 fbg inh | -36 | . | -3 | 8 | -6 | . | . | .
S1P2 agonist | 2 | -8 | 1 | . | 1 | -6 | 0 | -6
Ecoli WT expand | -9 | -10 | 16 | -5 | -12 | -8 | 1 | -8
PLAP act | 0.8 | 1 | 1.3 | 0.8 | 1.1 | 0.7 | 1.2 | 0.9
PostGolgi yeast | 11 | -4 | 0 | 16 | -11 | -1 | 2 | -6
sEH activator | 16 | -1 | 1 | . | 12 | -13 | -6 | .
sEH inh | -18 | -2 | -1 | . | -12 | 13 | 8 | .
PostGolgi ctrl | 3 | 12 | 1 | 9 | 27 | 13 | 5 | 15
S1P2 antag | -37 | -20 | 13 | . | -11 | 21 | 10 | 11

Some of the entries above, set out differently.
# | mol | Mac1 fbg inh | S1P2 agonist | Ecoli WT expand | PLAP act | PostGolgi yeast | sEH activator | sEH inh | PostGolgi ctrl | S1P2 antag
27 | Cc1nc(C)c(-c2csc(NCc3ccco3)n2)s1 | -3 | 1 | 16 | 1.3 | 0 | 1 | -1 | 1 | 13
28 | COC(=O)c1ccc(CSc2nc(-c3ccccc3)cs2)o1 | 8 | . | -5 | 0.8 | 16 | . | . | 9 | .
29 | Cc1ccc2nc(-c3ccccc3)cc(C(=O)N3CCc4ccccc4C3)c2c1 | -6 | 1 | -12 | 1.1 | -11 | 12 | -12 | 27 | -11
30 | Cc1cc(CSc2ccccc2)ccc1NC(=O)c1cccc([N+](=O)[O-])c1 | . | -6 | -8 | 0.7 | -1 | -13 | 13 | 13 | 21

Next section.
33) C(=NC12CN3CN(CN(C3)C1)C2)c1ccc2c(c1)OCO2
34) CCOC(=O)COc1ccc(/C=C/[N+](=O)[O-])c(OCC(=O)OCC)c1
35) CCn1cc(C2=NOC(C(=O)O)C2)c(C)n1 (stereo not drawn)
36) COc1ccc(CCNC(=O)Cn2cnc3c(cnn3C(C)(C)C)c2=O)cc1OC
37) CCOC(=O)C1=C(C)NC(=O)CC1c1cc2c(cc1Br)OCO2 (stereo not drawn)
38) O=C1CCC(=O)c2oc3ccccc3c2N1
39) CCOc1ccc(C2NC(=O)c3ccccc3O2)cc1 (stereo not drawn)
40) CCOC(=O)c1cc2c(=O)n3ccccc3nc2n(CCCOC)c1=NC(C)=O
Compound | 33 | 34 | 35 | 36 | 37 | 38 | 39 | 40
Mac1 fbg inh | 0 | . | -12 | -29 | 6 | -4 | -6 | .
S1P2 agonist | -2 | -1 | . | -5 | . | -2 | -4 | 35*
Ecoli WT expand | -1 | 4 | 2 | -1 | 12 | 0 | -2 | 1
PLAP act | 1.1 | 0.9 | 1 | 1.1 | 1 | 0.9 | 0.9 | 1.1
PostGolgi yeast | -6 | -5 | 2 | 3 | -2 | -11 | -4 | 16
sEH activator | 9 | 3 | . | -9 | . | . | . | 14
sEH inh | -8 | -2 | . | 6 | . | . | . | -14
PostGolgi ctrl | 7 | 5 | -1 | 2 | 13 | 24 | 7 | 17
S1P2 antag | 26 | -13 | . | 21 | . | 8 | 15 | -56

41) Cc1ccc(Nc2ccc([N+](=O)[O-])nc2[N+](=O)[O-])cc1
42) CC(=O)c1c(N2CCN(Cc3ccc4c(c3)OCO4)CC2)nc(=S)n(-c2ccccc2)c1C
43) CNC(=O)CC(=O)Nc1ccccc1C(=O)O
44) CC(=O)NC1=NN(C(C)=O)C(C)(CS(=O)(=O)c2ccc(C)c(C)c2)S1 (stereo not drawn)
45) Cc1cccc(NC(=O)CCN2C(=O)C3C4C=CC(C4)C3C2=O)c1 (stereo not drawn)
46) CCOC(=O)CSc1nnc(NC(=O)c2cccc(S(=O)(=O)N3CCCCC3)c2)s1
47) Cc1c(C(=O)NN2CCN(C)CC2)cccc1[N+](=O)[O-]
48) O=C(O)C1C2C=CC(C2)C1C(=O)NC1CCN(Cc2ccccc2)CC1 (stereo not drawn)
Compound | 41 | 42 | 43 | 44 | 45 | 46 | 47 | 48
Mac1 fbg inh | -33 | 40 | 21 | -2 | -8 | -22 | . | -8
S1P2 agonist | -13 | -5 | -9 | -4 | 0 | -3 | -2 | 0
Ecoli WT expand | 19 | 7 | 2 | 4 | 1 | -12 | 5 | -2
PLAP act | 0.9 | 1.5 | 1 | 0.8 | 1.1 | 0.9 | 0.8 | 1.3
PostGolgi yeast | 8 | 15 | 6 | -7 | 4 | -6 | 0 | -3
sEH activator | 16 | 0 | -8 | 1 | -7 | -24 | 18 | -2
sEH inh | -19 | 1 | 6 | 0 | 9 | 26 | -20 | 1
PostGolgi ctrl | 13 | 1 | 15 | 7 | 3 | 4 | 29 | 3
S1P2 antag | 19 | -14 | 14 | -9 | 17 | -6 | 15 | 11

49) CCOc1ccccc1NC(=O)Nc1cc(OC)ccc1OC
50) Cc1cc(C(=O)OCC(=O)Nc2ncc(C(F)(F)F)cc2Cl)c(C)o1
51) CCN(CC)S(=O)(=O)c1ccc2[nH]cc(C(=O)NCCC3=CCCCC3)c(=O)c2c1
52) Cc1cc(=O)oc2cc(OC(C)C)ccc12
53) CCOc1ccc(OCC)c(NC(=O)C2CCN(S(=O)(=O)c3cnc[nH]3)CC2)c1
54) Cc1ccc(S(=O)(=O)NCc2ccco2)c(C)c1C
55) CC(C)(C)c1nc(SCC(=O)Nc2ccc3c(c2)OCCO3)c2ccccc2n1
56) COC(=O)c1c(NC(=O)c2ccc(C)o2)sc2c1CCCCC2
57) COc1ccc(OC)c(S(=O)(=O)N(C)CC(=O)O)c1
Compound | 49 | 50 | 51 | 52 | 53 | 54 | 55 | 56 | 57
Mac1 fbg inh | -4 | -8 | 63 | 8 | -11 | -5 | . | 34 | 7
S1P2 agonist | -5 | -1 | -5 | . | -3 | -1 | -3 | -5 | .
Ecoli WT expand | -17 | -6 | -6 | 10 | -3 | 1 | -2 | 8 | 5
PLAP act | 0.8 | 1 | 1.3 | 0.8 | 1.5 | 0.9 | 0.9 | 1.3 | 1.1
PostGolgi yeast | 1 | 0 | -3 | 6 | 8 | 0 | -8 | 3 | 1
sEH activator | 1 | . | 0 | . | 2 | -9 | -51 | -5 | .
sEH inh | -3 | . | 2 | . | 3 | 10 | 52 | 5 | .
PostGolgi ctrl | 14 | 4 | -2 | 5 | 2 | 4 | 6 | 0 | -1
S1P2 antag | -10 | 17 | -1 | . | 5 | 7 | -3 | -20 | .

Entries by screen from above.
PostGolgi yeast, compounds 53 to 57, in order: 8, 0, -8, 3, 1
